UTI89 phage lysis: inhibition of K1F phage lysis, E. coli UTI89, bacterial capsule biogenesis inhibitors, alamar blue (AID 488966) | one-dose inhibition, % at 100 µM; IC50 in µM for titrated hits | actives 0.02% (n = 340,000) | E. coli UTI89 K1F phage lysis, alamar blue, 2 h; higher % means a stronger effect;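 active means phage lysis inhibition, versus mean bacterial control, above a set limit; inconclusive means no clear call, values can overlap the other calls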;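 further: capsule biogenesis inhibitors block K1F phage lysis so surviving cells raise fluorescence; higher fluorescence means more inhibition of phage lysis; actives were called in the ten point dose series up to 300 µM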
Large T inhibition: SV40 large T antigen inhibitors, biochemical (AID 1903). SV40 large T antigen ATPase/helicase inhibition assay; higher % means a stronger effect. actives 0.39% (n = 310,000). one-dose inhibition, % at 20 µM; IC50 in µM for titrated hits; in the data active means a potency from the dose series; inconclusive means inhibition mostly from about 32% at the one dose, without a potency; inactive means the rest, 99 in 100 with inhibition below about 32%; further: strong numbers were not always called active
NS5 inhibitors: Dengue-2 NS5 methyltransferase inhibitors, primary screen, biochemical, confirmation dose response (AID 588689); Genome polyprotein (Dengue virus type 2 (strain 16681-PDK53)); Dengue-2 NS5 methyltransferase capping enzyme assay, biochemical; higher % means a stronger effect; one-dose inhibition, % at 25 µM; IC50 in µM for titrated hits; actives 0.3% (n = 340,000); in the data active means a potency from the dose series; inconclusive means inhibition above about 29% without an active follow-up result
Salmonella PhoP GFP: inhibitors of PhoP regulon expression, primary screen, Salmonella Typhimurium, GFP reporter (AID 1863); S. Typhimurium PhoP-regulated promoter GFP reporter, 4 h; higher % means a stronger effect; inhibition, % at 50 µM, or IC50 in µM where a hit was titrated; actives 0.16% (n = 300,000);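 active means inhibition over 29.93%, a cutoff 3 SD above the screen mean, later confirmed by dose response; inconclusive means inhibition over 29.93% but no dose response follow-up; inactive means inhibition at most 29.93% or unconfirmed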;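 further: 0% = low Mg2+ inducing control and 100% = high Mg2+ repressing control; strong numbers were not always called active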
MgcRacGAP inhibition: MgcRacGAP GTPase-activating activity inhibitors, confirmation, biochemical, ADP Hunter fluorescence. Rac GTPase-activating protein 1 (Homo sapiens). MgcRacGAP-stimulated Rac1 GTP hydrolysis, ADP Hunter fluorescence; higher % means a stronger effect; GST-tagged Rac1 F28L mutant substrate. inhibition, % at 30 µM, or IC50 in µM where a hit was titrated. actives 0.6% (n = 340,000). AID 624330, 2012;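 active means first-screen hits whose inhibition reached a set limit at any dose in the follow-up dose series; inconclusive means inhibition above the set first-screen limit but never retested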;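 further: fluorescence reports GDP produced by GAP-driven GTP hydrolysis; strong numbers were not always called active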
GPR55 LPI antagonism: GPR55 antagonists blocking LPI-driven arrestin recruitment, primary screen, imaging, U2OS, beta-arrestin-GFP, LPI agonist (AID 2013); G-protein coupled receptor 55 (Homo sapiens); U2OS GPR55 beta-arrestin-GFP translocation imaging, LPI antagonism; higher % means a stronger effect; one-dose inhibition, % at 10 µM; IC50 in µM for titrated hits; actives 0.13% (n = 290,000);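 active means spots per cell inhibited over 60%, with over 100 cells counted and total cytoplasm intensity under 500,000; inconclusive means wells with under 100 cells, flagged as likely toxic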;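 further: U2OS cells stably carrying GPR55 and arrestin-GFP stimulated by 5 µM LPI near EC80; imaged beta-arrestin-GFP aggregate spots per cell after agonist stimulation; plate controls were LPI-stimulated DMSO wells for no effect and DMSO wells without LPI for full effect; some results filed as inactive read as strong as hits; confirmed hits need IC50 under 10 µM and bright autofluorescent wells are also inconclusive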
GPR35 antagonists: GPR35 antagonists blocking zaprinast-driven arrestin recruitment, primary screen, imaging, U2OS, beta-arrestin-GFP, zaprinast agonist (AID 2058); G-protein coupled receptor 35 (Homo sapiens); U2OS GPR35 beta-arrestin-GFP translocation imaging, zaprinast antagonism; higher % means a stronger effect; inhibition, % at 10 µM; hits with a dose series show IC50 in µM; actives 0.052% (n = 290,000);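 active means inhibition of at least 50% with at least 30 cells and total cytoplasm GFP at most 10,000,000; inconclusive means under 30 cells or total GFP of 10,000,000 plus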
RSV antiviral HEp-2: RSV antiviral activity via CPE protection, HEp-2 cells, primary 10 µM value included (AID 2391) | HEp-2 cells, RSV-induced CPE inhibition; higher % means a stronger effect | CPE inhibition, % at 10 µM, or IC50 in µM where a hit was titrated | actives 0.13% (n = 310,000); in the data active means a potency from the dose series; inconclusive means CPE inhibition mostly from about 23% at the one dose, without a potency; inactive means the rest, 99 in 100 with CPE inhibition below about 21%; further: strong numbers were not always called active
HIV fusion peptide: inhibitors of HIV fusion peptide binding, primary screen, biochemical, uHTS, fluorescence dequenching (AID 1986) | cell-free peptide binding, fluorescence dequenching, 30 min; higher % means a stronger effect | actives 0.3% (n = 290,000) | inhibition, % at 20 µM; hits with a dose series show IC50 in µM; in the data active means inhibition mostly above about 52%, no sharp cut-off; inactive means mostly below about 76%; further: some results filed as inactive read as strong as hits
NS5 inhibitors pilot replicate: second read-out of NS5 inhibitors, no call of its own (marks repeat the call); inhibition, %; measured here: pilot screen replicate inhibition
An asterisk follows results filed as active; i = inactive; ? = inconclusive; . = no result given; [ ] = dose if it differs, or a comment.

SMILES	UTI89 phage lysis	Large T inhibition	NS5 inhibitors	Salmonella PhoP GFP	MgcRacGAP inhibition	GPR55 LPI antagonism	GPR35 antagonists	RSV antiviral HEp-2	HIV fusion peptide	others
O=C(COc1ccccc1)Nc1cc(NC(=O)COc2ccccc2)cc(C(=O)O)c1	-0.2%	8%	-7%	-7%	2%	4%	-11%	1.7%	8.0%
COc1cccc(OCc2nn3c(=O)c(-c4ccccc4)nnc3s2)c1	1.0%[50 µM]	1%	-2%	6%	2%	4%	2%	1.6%	0.6%
CCOC(=O)N1CCN(C(=O)c2cc(COc3c(F)cccc3F)on2)CC1	0.9%[50 µM]	-2%	-2%	3%	-6%	8%	-4%	1.5%	-0.8%
O=C(Cn1c2ccccc2c(=O)c2cc([N+](=O)[O-])ccc21)Nc1ccccc1Cl	0.1%	-2%	-1%	-5%	3%	19%	-9%	5.6%	-1.7%
O=C(Nc1ccccc1N1CCCCC1)c1ccc2nccnc2c1	2.9%	5%	-18%	-3%	9%	9%	-6%	0.9%	2.5%
C=C(C)Cn1c(NCCC)nc2c1c(=O)n(C)c(=O)n2C	i	.	0%	.	3%	5%	3%	1.9%	0.4%
O=C(N/N=C/c1ccc(F)cc1)c1cc(-c2ccc3c(c2)OCO3)n[nH]1	-0.2%	28%	2%	-1%	13%	5%	6%	0.3%	5.3%
O=C(CCN1C(=O)/C(=C/c2cccs2)SC1=S)Nc1cccc(O)c1	-0.2%	8%	-6%	-2%	-5%	16%	0%	1.6%	0.6%
COc1cccc(OC)c1NC(=O)Cn1nc(-c2ccc3c(c2)OCCO3)ccc1=O	0.0%	22%	-6%	-6%	5%	0%	4%	2.0%	1.0%
CC1=C(C(=O)N(C)C)C(c2ccccc2OC(F)F)NC(=O)N1 (centres undefined)	-0.8%	14%	8%	-4%	1%	4%	-12%	0.1%	-0.5%
CN1CCN(c2nc3ccccc3nc2C(C#N)S(=O)(=O)c2ccccc2)CC1 (centres undefined)	.	13%	.	-9%	.	-3%	10%	1.0%	4.0%
N=c1ncn(CC(O)CN2CCOCC2)c2nc(N3CCOCC3)[nH]c12 (centres undefined)	4.8%	26%	-6%	-5%	2%	10%	-7%	-0.3%	0.4%
Cc1cccc(N2C(=O)c3cccc4c(N)ccc(c34)C2=O)c1	-0.3%	5%	?	-168%	17%	4%	6%	-1.1%	190%
COCCCN1C(=O)c2[nH]nc(-c3ccccc3O)c2C1c1ccc(Cl)cc1 (centres undefined)	0.3%	5%	-2%	-1%	14%	-18%	-4%	0.6%	-0.3%
COc1ccc2c(c1)OC[C@H]1[C@H]2N2C(=O)c3cc(OC)ccc3NC(=O)[C@@]2(C)[C@H]1c1ccccc1	1.9%	19%	-5%	.	9%	.	.	-1.6%	.
CCCNc1nc2c(c(=O)n(C)c(=O)n2C)n1CCCc1ccccc1	-0.2%	4%	-6%	2%	12%	15%	1%	1.4%	1.3%	NS5 inhibitors pilot replicate=2.1
CCOc1ccc(C(=O)NC(C(=O)NCC(c2cccs2)N(C)C)C(C)C)cc1 (centres undefined)	0.6%[50 µM]	.	-10%	.	8%	.	.	-0.1%	.
CCc1ccc(-c2cc(C)no2)cc1S(=O)(=O)Nc1cc(C)on1	0.2%	7%	-2%	-6%	10%	10%	16%	0.9%	0.8%
COc1ccc(Oc2nc(C(F)(F)F)nc3ccccc23)cc1	1.4%[50 µM]	0%	-9%	13%	-6%	-10%	3%	9.1%	-2.8%
CCOc1ncccc1C(=O)NCc1ccccc1	.	-2%	.	-7%	.	5%	-4%	1.7%	0.3%
COc1ccc(-c2noc(N3CCCC(C(=O)Nc4ccc(F)cc4F)C3)n2)cc1 (centres undefined)	1.4%	6%	3%	.	8%	-2%	9%	1.4%	2.7%
O=C(Nc1ccc2[nH]c(=O)[nH]c2c1)C(F)(F)F	0.2%	24%	-2%	1%	9%	-9%	0%	1.1%	-0.8%
O=c1[nH]c(SCc2ccc(F)cc2Cl)nc2ccccc12	0.4%	4%	1%	-5%	6%	2%	4%	0.1%	1.8%
Cc1nnc(SCCn2c(N3CCC(C)CC3)nc3c2c(=O)[nH]c(=O)n3C)s1	5.5%	2%	0%	0%	1%	-1%	-8%	-0.1%	1.0%
Cc1cccc(NC(=O)c2ccc3c(c2)C(=O)N(c2ccccc2C)C3=O)n1	-0.2%[50 µM]	3%	1%	13%	-6%	.	.	-0.1%	.
O=C(CNC1CCCCCC1)Nc1ccc(S(=O)(=O)NC2CC2)cc1	-1.4%	4%	-3%	7%	-2%	19%	6%	0.6%	1.7%
N#CNC(=Nc1ccc(F)cc1)SCc1ccccc1	0.2%	13%	-1%	0%	4%	-1%	-6%	1.5%	4.0%
Cc1ccc2c(c1)N(CC(=O)NCCc1ccc(Cl)cc1)C(=O)c1cccnc1O2	5.6%	.	2%	.	6%	-2%	9%	14%	-1.9%
Cc1cc(-c2nnc(SCC(=O)Nc3ccc(C)c(C)c3)n2N)n[nH]1	0.0%	21%	-3%	-10%	13%	2%	3%	1.4%	0.9%
Cc1ccc(Cn2nnc(C(=O)Nc3cccc(C)c3C)c2N)cc1	0.3%	3%	-1%	-15%	7%	-1%	21%	7.0%	-0.8%
O=c1c(Sc2ccccc2)c(C(F)(F)F)[nH]n1-c1ccccc1	0.1%	4%	60µM*	-4%	4%	-1%	21%	2.3%	0.9%
CCOC(=O)C(/C(C)=N/NC(=O)C1CC1c1ccccc1)C(C)C (centres undefined)	1.5%[50 µM]	7%	-8%	-5%	4%	7%	3%	4.6%	-1.1%
COc1ccc(-c2nn(CCC#N)cc2C=C(C#N)C#N)cc1	-0.1%	30%	-17%	-4%	13%	10%	3%	2.2%	-0.5%
Cc1cc(C)cc(NC(=O)Oc2ccccc2N2CCCCC2)c1	0.3%	21%	-5%	-7%	5%	20%	1%	1.5%	0.1%
Cc1cc(C)c[n+](C(C)C(=O)c2ccc(Cl)cc2)c1 (centres undefined)	-0.1%	8%	-11%	-6%	-5%	4%	-1%	2.1%	-0.4%
COc1ccc(CCNC(=O)C(=O)NCc2ccccc2C)cc1OC	0.0%	3%	0%	-3%	4%	-9%	0%	0.0%	0.9%
CC(NC(=O)COc1ccc(Oc2ccccc2)cc1)C(=O)O (centres undefined)	0.1%	-1%	2%	-7%	6%	3%	-2%	3.2%	1.7%
O=C(CSc1ncnc2ccccc12)NCCc1ccccc1	0.8%	6%	0%	2%	5%	-2%	8%	0.6%	-1.2%
Cc1cnc(NC(=O)CN2C(=O)C3CC=CCC3C2=O)s1 (centres undefined)	0.1%	11%	-6%	7%	3%	-3%	2%	0.7%	0.9%
COC(=O)c1ccc(CNC(=O)C2CCC(=O)N(CCCc3ccccc3)C2)cc1 (centres undefined)	0.2%	2%	-5%	-5%	11%	-7%	-3%	0.4%	0.8%
CCC(=O)c1ccc(OCc2ccc(C(=O)OC)cc2)c(OC)c1	-0.8%[50 µM]	7%	-1%	4%	5%	10%	13%	0.3%	-2.9%
Cc1ccc(NS(=O)(=O)c2ccc(NC(=O)c3ccc(-c4ccccc4)cc3)cc2)c(C)c1	2.8%	.	-7%	.	5%	.	.	1.0%	.
C1=CC(c2cc3ccccc3o2)OC(CCc2ccccc2)C1 (centres undefined)	0.7%	18%	-10%	2%	1%	17%	3%	0.0%	1.5%
COc1ccc(-c2nc(CN3CCN(C(=O)c4ccco4)CC3)c(C)o2)c(F)c1	-0.1%	13%	-4%	4%	8%	12%	-13%	0.6%	-0.7%
Cn1c(=O)c2c(nc(NCc3cccnc3)n2Cc2cccc(C(F)(F)F)c2)n(C)c1=O	-0.1%	2%	-7%	-1%	-2%	-5%	4%	1.2%	2.0%
Cc1cc(N/N=C/c2cccc(Br)c2)nc2ccccc12	-4.3%	5%	-5%	-9%	9%	6%	-2%	11%	-0.5%
COc1ccccc1N1CCN(C(=O)CSc2nc3ccccc3nc2N2CCCCC2)CC1	4.6%	17%	-2%	.	9%	0%	12%	0.9%	0.3%
CN(C)S(=O)(=O)c1ccc(C(=O)NCC(C)(C)CN=C2NS(=O)(=O)c3ccccc32)cc1	0.2%	-10%	2%	-2%	5%	3%	2%	1.7%	-1.4%
COc1cccc(C2=CC(c3ccccc3)n3nnnc3N2)c1 (centres undefined)	3.1%	9%	21%	3%	3%	-30%	8%	-1.2%	-2.0%
COCCn1c(SCC(=O)Nc2cc(C)on2)nc2c(c1=O)SCC2	2.4%[50 µM]	-1%	-1%	-7%	14%	-7%	-1%	1.8%	-2.3%
CCOc1cc(C(=O)NC)cc(Br)c1OC	0.5%	6%	3%	11%	6%	5%	5%	-0.5%	0.0%
Cc1ccc(S(=O)(=O)C(C#N)c2nc3ccccc3nc2N2CCN(C)CC2)cc1C (centres undefined)	0.1%	4%	-5%	6%	2%	11%	-5%	-0.4%	7.8%
CCC(C)(C)NC(=O)C(c1ccc(OC)cc1)N(C(=O)CCC(=O)Nc1cc(C)on1)c1ccc(OC)cc1OC (centres undefined)	-0.1%	10%	-4%	-2%	11%	3%	5%	3.2%	0.2%
O=c1[nH]c(Nc2ccc3c(c2)OCCO3)nnc1Cc1ccccc1	-0.4%	12%	1%	-2%	15%	8%	2%	2.5%	1.7%
CCc1nc2ccc(C(=O)NCCCN3CCN(c4ccccc4F)CC3)cc2nc1CC	0.2%	23%	-3%	1%	11%	10%	5%	0.1%	-1.2%
O=C(CNC(=O)c1cccs1)NCCN1CCC(Cc2ccccc2)CC1	.	23%	.	-5%	.	17%	-16%	1.1%	0.1%
O=C(C1CCCCC1)N1CCN(S(=O)(=O)c2cccc([N+](=O)[O-])c2)CC1	0.1%	5%	-7%	0%	4%	-6%	8%	1.3%	0.6%

High-throughput results as filed in PubChem.

Compounds were not picked by outcome; any-hit rate near 1.5%.
